High-throughput results deposited in PubChem BioAssay by National Center for Advancing Translational Sciences (NCATS).
GLS inh: blocks human kidney-isoform glutaminase activity; Potency, µM (highest dose often 45.5 µM), for the others: at the top dose activity change, negative = inhibition, usual class: inhibitors; 410,000 tested, 0.21% active; AID 624170; O94925; GLS enzymatic activity, qHTS titration; further: on the % scale 0 is the no-effect control and ±100 the full control effect
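hKGA in 45 mM KH2PO4 (pH 8.2), 0.02% Tween-20 with compound, then 1mM L-Glutamine (stock as added) plus glutamate oxidase/HRP/Amplex red coupling mix. Fluorescence read initially and after 30 min at RT; signal change reflects glutamate formation.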
G9a inh: G9a (human) methyltransferase inhibition; Potency, µM (doses to about 102 µM), without a hit: at the highest dose activity, negative = inhibition, actives largely listed as inhibitors; G9a H3K9 monomethylation, AlphaScreen, 2 h; 350,000 tested, 8.8% active; Q96KQ7; further: on the % scale 0 is the no-effect control and ±100 the full control effect; nearly all actives have a fitted effect of over 75% in size
Target sequence (Q96KQ7 913-1193 limits assumed): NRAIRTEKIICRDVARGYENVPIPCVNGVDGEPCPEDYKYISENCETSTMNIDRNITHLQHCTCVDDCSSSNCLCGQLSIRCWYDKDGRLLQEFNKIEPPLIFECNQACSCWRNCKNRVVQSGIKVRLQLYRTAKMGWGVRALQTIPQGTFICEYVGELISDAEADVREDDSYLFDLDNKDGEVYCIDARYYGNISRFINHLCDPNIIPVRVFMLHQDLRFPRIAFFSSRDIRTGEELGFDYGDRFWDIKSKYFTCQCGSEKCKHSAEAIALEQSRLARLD
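AlphaScreen read-out: biotin-H3K9 peptide (500 nM) methylation by 20 nM enzyme with 20 uM SAM, 2 h at room temperature after 15 min compound preincubation; anti-monomethyl H3K9 antibody plus donor/acceptor beads, 10 min dark.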
BAZ2B inh: BAZ2B (human) inhibition; 360,000 tested, 4.4% active; Q9UIF8; Potency, µM (highest dose often 114 µM), for inactives: at the highest dose activity change, negative = inhibition, most hits filed as inhibitors; AlphaScreen BAZ2B-H3K14Ac peptide displacement; further: on the % scale 0 is the no-effect control and ±100 the full control effect; nearly all actives have a fitted effect of over 60% in size
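Complex of BAZ2B and biotin-H3K14Ac (50 nM apiece) forms over 30 min at RT, then faces library compounds up to 110 uM for another 30 min; AlphaScreen beads added, 20 min dark incubation, luminescence read.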
Tb PGK inh: T. brucei PGK inhibition; PGK/GAPDH coupled, Kinase-Glo luminescence, 60 min; 380,000 tested, 0.043% active; Potency, µM (doses to about 57.5 µM), inactives show at the highest dose activity change, negative = inhibition, actives largely listed as inhibitors; P07378; further: on the % scale 0 is the no-effect control and ±100 the full control effect; nearly all actives have a fitted effect of over 60% in size
Target sequence (P07378 whole entry, looked up): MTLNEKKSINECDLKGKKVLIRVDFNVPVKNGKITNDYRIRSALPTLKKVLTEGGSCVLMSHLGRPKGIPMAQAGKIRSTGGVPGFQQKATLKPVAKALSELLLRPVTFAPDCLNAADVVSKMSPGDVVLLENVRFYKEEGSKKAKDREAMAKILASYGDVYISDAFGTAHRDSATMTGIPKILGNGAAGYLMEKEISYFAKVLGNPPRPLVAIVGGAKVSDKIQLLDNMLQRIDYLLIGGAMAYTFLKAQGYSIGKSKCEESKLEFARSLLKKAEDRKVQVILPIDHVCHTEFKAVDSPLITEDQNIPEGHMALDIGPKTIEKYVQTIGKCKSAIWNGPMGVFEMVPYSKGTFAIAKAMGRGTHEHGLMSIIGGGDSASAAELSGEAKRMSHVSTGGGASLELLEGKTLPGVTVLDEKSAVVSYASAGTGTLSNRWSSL
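Recombinant glycosomal PGK reaction used 1,3-bisphosphoglycerate generated in-well by GAPDH (100nM final) in 100mM TEA pH 7.6, 5mM MgCl2, 0.01% Tween-20. After 60 minutes at room temperature, ATP was read by Kinase-Glo Plus luminescence end-point.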
Pin1 inh: blocks the human prolyl isomerase Pin1; 390,000 tested, 0.009% active; Pin1 FP peptide displacement, HiFluor488, 10 min; Potency, µM (top dose mostly 115 µM), for inactives: at the highest dose activity, negative = inhibition, actives largely listed as inhibitors; AID 504891; Q13526; active means well fitted inhibition curve with a large enough effect in the polarisation, with a control signal flat, not every such curve was filed as active; inconclusive means small, poorly fitted or top-dose-only effect, or effect the other way, or a change in a side signal; inactive means no such curve, though single readings can be large or run the other way; the % refers to the polarisation; further: on the % scale 0 is the no-effect control and ±100 the full control effect
Target sequence (Q13526 whole entry, looked up): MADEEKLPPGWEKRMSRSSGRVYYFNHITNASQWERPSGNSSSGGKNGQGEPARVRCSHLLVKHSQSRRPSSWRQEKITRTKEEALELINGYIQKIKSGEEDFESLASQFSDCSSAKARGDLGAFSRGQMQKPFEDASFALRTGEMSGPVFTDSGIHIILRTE
JMJD2A Tudor inh: JMJD2A Tudor domain (human) inhibition. AlphaScreen JMJD2A-Tudor / H3K4me3 peptide binding. Potency, µM (series often up to 114 µM), inactives show top-dose activity change, negative = inhibition, actives largely listed as inhibitors. 390,000 tested, 4.4% active. AID 504339; further: on the % scale 0 is the no-effect control and ±100 the full control effect; nearly all actives have a fitted effect of over 50% in size
HP1b binding inh: HP1-beta chromodomain-methylated histone interaction inhibition. P83916. AlphaScreen HP1-beta / biotin-H3K9me3 peptide binding. Potency, µM (doses to about 114 µM), inactives show top-dose activity change, negative = inhibition, most hits filed as inhibitors. 390,000 tested, 0.56% active. AID 540317; further: nearly all actives have a fitted effect of over 70% in size; inactives centre near 23
Target sequence (P83916 whole entry, looked up): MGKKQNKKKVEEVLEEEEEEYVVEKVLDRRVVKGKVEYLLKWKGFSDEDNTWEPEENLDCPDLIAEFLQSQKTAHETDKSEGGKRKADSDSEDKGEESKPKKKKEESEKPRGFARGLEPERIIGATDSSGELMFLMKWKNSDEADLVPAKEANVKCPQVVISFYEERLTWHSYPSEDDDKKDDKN
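HP1-beta protein (50 nM final) preincubated 30 min at room temperature with biotinylated H3(1-18)K9me3 peptide (50 nM) in PBS pH 7.4, 0.01% Tween-20, then compound added for 30 min. AlphaScreen streptavidin donor/nickel chelate acceptor beads (10 ug/mL final), 30 min dark, luminescence read.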
BLM helicase inh: blocks DNA unwinding by human BLM helicase; 350,000 tested, 0.2% active; Potency, µM (top dose mostly 56.1 µM), without a hit: at the top dose activity change, negative = inhibition, hits mostly inhibitors; recombinant BLM DNA unwinding, fluorescence dequenching; P54132;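 further: plate controls were vehicle for no effect and no enzyme for full effect; nearly all actives have a fitted effect of over 35% in size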
Pol iota inh: DNA polymerase iota (human) inhibition; 390,000 tested, 1% active; Q9UNA4; Pol iota fluorescent replication assay, 10 min; AID 588590; Potency, µM (top dose mostly 115 µM), without a hit: top-dose activity, negative = inhibition, most hits filed as inhibitors
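Pol iota at 10 nM preincubated 15 min with compounds at room temperature; reaction started with fluorescent substrate, 50 nM final. Fluorescence read kinetically at 0 and 10 min; buffer-only wells as negative control.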
An asterisk follows results filed as active; i = inactive; ? = inconclusive; nt = not tested or not shown; & = joins results of further samples; ! = not confirmed by another sample; [ ] = dose if it differs, or a comment. Unless noted, the call rests on the fitted dose curve; in most records, active means well fitted curve in the direction sought with a large enough effect; inconclusive means small, poorly fitted or top-dose-only effect, or another doubt; inactive means no such curve, though single readings can be large; an effect the other way counts as inactive or inconclusive. Potency means the concentration at half of the fitted maximal effect.

Order of values – BLM helicase inh	BAZ2B inh	Tb PGK inh	HP1b binding inh	G9a inh	Pol iota inh	JMJD2A Tudor inh	GLS inh	Pin1 inh
[1] O=C(Cn1cc(COc2ccc3ccc(=O)oc3c2)nn1)c1ccc(O)cc1
  nt	nt	8%	14%	nt	?	-18%	3%	?
[2] Cc1ccc2c(c1)C(c1ccc(F)cc1)N(C(=O)C1CC1)CC(=O)N2 (stereo not given)
  0%	8%	-5%	26%	?	-11%	-18%	18%	-12%
[3] CCc1ccc(NC(=O)C2CCCN(S(=O)(=O)c3cccs3)C2)cc1 (stereo not given)
  -3%	1%	i	35%[activator]	3%	20%	4%	-3%	26%
[4] CCS(=O)(=O)c1nc(S(=O)(=O)c2ccc(C)cc2)c(NCCCN(C)C)s1
  -1%	11%	-4%	37%	-32%	14%	-7%	2%	-5%
[5] CN(C(=O)Cn1cc(C(F)(F)F)ccc1=O)c1c(N)n(Cc2ccccc2)c(=O)[nH]c1=O
  -2%	8%	-14%	20%	nt	-21%	5%	0%	-7%
[6] CCN1CCN(c2cc(C)c3cc(NC(=S)N(C)Cc4ccccc4)ccc3n2)CC1
  -8%	-33%	-6%	13%	?	2%	?	4%	-1%
[7] COC(=O)c1ccc(CNC(=O)C2CCC(=O)N(CCN3CCOCC3)C2)cc1 (stereo not given)
  2%	-7%	-4%	27%	8%	22%	6%	-8%	-9%
[8] COc1ccc(NC(=S)Nc2cc(C)ccn2)c(OC)c1
  1%	6%	5%	38%	?	-9%	-7%	30%	0%
[9] CNC(=O)c1ccc(NC(=O)c2cccc(C(F)(F)F)c2)cc1
  -4%	-11%	5%	36%[activator]	4%	86%[activator]	-3%	2%	-1%
[10] CC(=O)Nc1ccc(OCc2cccc3ccccc23)cc1
  -10%	?	i	31%	-27%	0%	-14%	2%	-1%
[11] O=C(CSCc1ccc(Cl)cc1)Nc1ccc(S(=O)(=O)N2CCOCC2)cc1
  -3%	-6%	-9%	30%	?	-51%	-14%	-1%	-2%
[12] CCCn1cc(SCC(=O)Nc2cc(C)on2)c2ccccc21
  -3%	-16%	-10%	36%	15%	8%	-2%	-11%	-1%
[13] O=C(COC(=O)c1ccccc1NC(=O)c1ccco1)NC1CCCCC1
  -1%	-7%	i	27%	-48%[59 µM]	6%	9%	-12%	-7%
[14] COc1cccc(NC(=O)COc2ccc(C(=O)N3CCN(C)CC3)cc2)c1
  0%	-2%	-3%	37%	-2%[59 µM]	98%[activator]	11%	-4%	0%
[15] N#Cc1ccc(-c2ccccc2)nc1SCC(=O)c1cc2ccccc2oc1=O
  -4%	6%	-7%	19%	-28%[59 µM]	-7%	?	-6%	101%[activator]

Next compounds follow:
Order of values – BLM helicase inh	BAZ2B inh	Tb PGK inh	HP1b binding inh	G9a inh	Pol iota inh	JMJD2A Tudor inh	GLS inh	Pin1 inh
[16] O=C1C=C(N2CCN(C(=O)c3ccccc3)CC2)C2(CCCCC2)O1
  0%	-24%	7%	45%	4%[12.7 µM]	3%	6%	0%	-3%
[17] Cn1c(=O)c2c(nc(C(O)c3ccccc3)n2C)n(C)c1=O (stereo not given)
  nt	nt	4%	28%	nt	0%	-8%	1%	-3%
[18] O=C(Nc1ccccc1Cl)c1cccs1
  -7%	31%[activator]	1%	39%[activator]	10%[59 µM]	14%	-3%	-4%	8%
[19] CC(C)(Oc1ccc(Cl)cc1)C(=O)Nc1cccnc1
  2%	1%	-6%	37%	46%[12.7 µM]	-1%	8%	-5%	-6%
[20] COc1ccc(C2=NOC(C(=O)N3CCCc4ccccc43)C2)cc1 (stereo not given)
  -5%	-19%	-5%	38%	7%	-29%	-14%	-3%	9%
[21] Cc1ccc(OCCN(C)C(=O)C2CCC(=O)N(CC3CCCCC3)C2)cc1 (stereo not given)
  -1%	-1%	7%	17%[57 µM]	11%	13%	-2%	5%	0%
[22] CSc1ccccc1-c1nnc(NC(=O)c2ccc3c(c2)OCCO3)o1
  -5%	-3%	0%	18%[57 µM]	65%[activator][59 µM]	-15%	-12%	-13%	8%
[23] Cc1cc(-c2ccc(C)c(S(=O)(=O)Nc3ccc(S(N)(=O)=O)cc3)c2)on1
  1%	-17%	4%	23%	-5%	5%	-10%	36%[activator]	-3%
[24] COc1ccc(C(=O)c2c3ccc(OC)cc3[n+]([O-])n2Cc2ccc(C(N)=O)cc2)cc1
  nt	-32%	12%	12%	-5%[2.33 µM]	7%	?	2%	4%
[25] c1ccc(Cc2cc[n+](Cc3ccccn3)cc2)cc1
  0%	2%	i	45%[activator]	4%	39%[activator]	-6%	-6%	1%
[26] Cc1c(C)[n+](=O)c(-c2cccs2)c(C)n1[O-]
  8%	-5%	-2%	14%	4%[59 µM]	3%	-3%	1%	-2%
[27] COc1ccccc1C(=O)Nc1nnc(S(=O)(=O)N2CCCCCC2)s1
  -5%&-5%	7.1µM*!	4%&8%	48%[activator]	10µM*!	3%&-10%	20µM*!	3%&5%	?
[28] CC(NC(=O)C(=O)NCc1cccs1)c1ccccc1 (stereo not given)
  -6%	-1%	2%	29%	-10%[2.33 µM]	16%	7%	2%	-7%
[29] O=C(CN1C(=O)C(c2ccc(F)cc2)=NC12CCCCCC2)Nc1ccccc1Cl
  -12%	46%[activator]	-8%	95%[activator]	47%[59 µM]	10%	10%	-5%	8%
[30] O=C1CN(C(=O)c2cccc([N+](=O)[O-])c2)CC(=O)N1
  -2%	7%	-9%	49%[activator]	0%[0.501 µM]	22%	-3%	?	3%

New compounds follow:
Order of values – BLM helicase inh	BAZ2B inh	Tb PGK inh	HP1b binding inh	G9a inh	Pol iota inh	JMJD2A Tudor inh	GLS inh	Pin1 inh
[31] Clc1ccc(Nc2nc(-c3ccncc3)cs2)cc1
  nt	nt	3%	-7%	nt	10%	-29%	22%	2%
[32] CCN1CCN(c2nc3c(c(=O)[nH]c(=O)n3C)n2CCSc2nc3ccccc3s2)CC1
  6%	4%	-3%	29%	?	2%	-6%	-4%	-3%
[33] COCc1c(C(=O)N2CCc3ccccc32)oc2ccccc12
  -9%	36%	?	?	44%	79µM*	-17%	10%	-3%
[34] COc1cc(Cl)c(C)cc1NC(=O)c1cnc(N2CCOCC2)c2ccccc12
  -9%	1%	13%	16%[57 µM]	27%[59 µM]	-2%	-8%	7%	?
[35] Cc1ccc2ncc(C(=O)NC(C)c3ccccc3)c(=O)n2c1 (stereo not given)
  -3%	-1%	i	15%	6%[59 µM]	-1%	-13%	-12%	-5%
[36] CCOc1cccc(-c2c(C(=O)N/N=C(\C)c3cccs3)nnn2-c2nonc2N)c1
  -6%	-1%	-7%	34%	nt	1%	-23%	34%[activator]	6%
[37] Cc1ccc(C(=O)NCC2(c3ccccc3)CCCC2)cc1
  -5%	15%	-3%	53%[activator]	39%	-6%	23%	6%	-6%
[38] Cc1ccc(S(=O)(=O)N2CCCCC2)cc1C(=O)N1C(C)CCCC1C (stereo not given)
  nt	nt	0%	24%	nt	6%	-11%	6%	-9%
[39] Cc1nc(Oc2cccc(Cl)c2)c2oc3ccccc3c2n1
  -6%	48%[activator]	i	85%[activator]	53%[activator][59 µM]	-10%	23%	-3%	1%
[40] COc1ccc(C2CC(c3ccccc3)=NN2C(=O)CSc2ncccn2)cc1 (stereo not given)
  -10%	-39%	-10%	6%	-47%[59 µM]	-1%	-28%	6%	-2%
[41] CCOC(=O)N1CCN(C(=O)CSc2nnc(COc3ccccc3)o2)CC1
  -1%	9%	-1%	60%[activator]	-13%	10%	-1%	-9%	-2%
[42] Cc1nc(C(=O)N2CCc3c([nH]c4ccccc34)C2c2ccccn2)cs1 (stereo not given)
  -4%	-23%	-4%	-17%	-10%	37%[activator]	-29%	9%	-9%
[43] Cc1cc(OCC(=O)NNC(=O)c2cnccn2)cc(C)c1Cl
  -6%	5%	-8%	55%[activator]	16%	-4%	-8%	19%	-5%
[44] COc1ccc(C2(O)C(=O)Nc3ccc(C)cc32)cc1 (stereo not given)
  -3%	5%	4%	8%	14%[2.33 µM]	108%[activator]	-4%	2%	27%
[45] COc1cccc(C(=O)NCCS(=O)(=O)N2CCCCC2)c1
  nt	12%	7%	22%	11µM*	12%	-3%	-7%	3%

(listing goes on)
Order of values – BLM helicase inh	BAZ2B inh	Tb PGK inh	HP1b binding inh	G9a inh	Pol iota inh	JMJD2A Tudor inh	GLS inh	Pin1 inh
[46] O=C(NCC(=O)N1CC=C(c2ccccc2)CC1)c1ccccc1Br
  -1%	-19%	-3%	19%	8%	-1%	-11%	12%	2%
[47] COc1ccc(/C=C/C(=O)OCC(=O)NCCC2=CCCCC2)cc1S(=O)(=O)N1CCOCC1
  -4%	nt	-7%	21%	10%	3%	-14%	3%	-5%
[48] Cc1cc(=O)[nH]c(N/N=C/c2cn(CCC#N)nc2-c2ccccc2)n1
  -1%	1%	i	37%	26%	26%	-10%	13%	-4%
[49] COc1ccccc1C(NC(=O)C1CCCCC1)c1c(O)ccc2ccccc12 (stereo not given)
  1%	-3%	-6%	25%	5%[59 µM]	18%	3%	1%	-2%
[50] COc1ccc(CCNC(=O)c2cc(=O)c3cc(C)c(C)cc3o2)cc1OC
  5%	-9%	6%	33%	-4%[59 µM]	4%	-7%	0%	10%
[51] Cc1ccc(C)c(N2CCN(C(=O)CN3C(=O)COc4ccc(S(=O)(=O)N5CCCC5)cc43)CC2)c1
  -5%	-16%	-7%	14%	-32%[59 µM]	16%	-21%	-12%	-1%
[52] COc1cccc(-c2cc(C(=O)Nc3ccncc3)c3ccccc3n2)c1
  -2%	-31%	-6%	6%	-10%	1%	-29%	1%	-2%

Pulled one by one from above (2):
Order of values – BLM helicase inh	BAZ2B inh	Tb PGK inh	HP1b binding inh	G9a inh	Pol iota inh	JMJD2A Tudor inh	GLS inh	Pin1 inh
[46] O=C(NCC(=O)N1CC=C(c2ccccc2)CC1)c1ccccc1Br
  -1%	-19%	-3%	19%	8%	-1%	-11%	12%	2%
[3] CCc1ccc(NC(=O)C2CCCN(S(=O)(=O)c3cccs3)C2)cc1 (stereo not given)
  -3%	1%	i	35%[activator]	3%	20%	4%	-3%	26%

These rows are one share of the data; count on the stated rates, not on these rows.
